Sm TGR inh – qHTS Assay for the Inhibitors of Schistosoma Mansoni Peroxiredoxins | Schistosoma mansoni thioredoxin glutathione reductase (TGR), Q962Y6 | purified TGR, DTNB reduction, TNB absorbance 405 nm | Potency, µM (titrated, usually from 114 µM), inactives show at the top dose activity change, negative = inhibition, most hits filed as inhibitors | hit rate 3% among 360,000 | AID 485364, 2010; further: potency means the concentration at half of the fitted maximal effect; nearly all actives have a fitted effect of over 60% in size
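First, TGR (20 nM dispensed) and NADPH were mixed with compound. Second, a 15 min room-temperature incubation followed. Third, further NADPH and then DTNB were added to start the reaction. Finally, TNB absorbance was monitored kinetically.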
AMA1-RON2 inh – qHTS for Inhibitors of AMA1-RON; Towards Development of Antimalarial Drug Lead: Primary Screen; Plasmodium falciparum AMA1 (3D7) - RON2 peptide interaction; hit rate 0.2% among 360,000; AlphaScreen AMA1-biotinylated RON2 peptide binding; Potency, µM (series often up to 58.2 µM), for the others: top-dose activity change, negative = inhibition, actives largely listed as inhibitors;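 further: potency means the concentration at half of the fitted maximal effect; 0% = vehicle wells and -100% = peptide control; nearly all actives have a fitted effect of over 45% in size; some results filed as inactive show a strong effect at the top dose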
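AMA1 (3D7) with his tag at 25 nM final met compounds first, then biotinylated RON2 peptide at 25 nM; detection used donor plus acceptor beads, 10 µg/mL apiece, read by AlphaScreen after 30 min at room temperature.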
HCMV antiviral – qHTS Assay for inhibitors of the human cytomegalovirus (HCMV) | HFF cells, HCMV-luciferase reporter, 72 h; stronger effect = lower value | activity change, negative = inhibition, % at 57.5 µM | hit rate 4.5% among 410,000 | AID 1259415, 2018; in the data active means activity change below about -60%; inconclusive means no clear call, values can overlap the other calls; inactive means above about -39%
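Human foreskin fibroblasts infected with luciferase-reporter HCMV at MOI 1 PFU/cell, compounds at two doses. Luciferase measured 72 h post infection; normalized to buffer-only basal and Salinomycin (10uM) controls.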
Giardia FBPA inh – qHTS Assay for Inhibitors of Fructose-1,6-bisphosphate Aldolase from Giardia Lamblia | hit rate 0.71% among 290,000 | Potency, µM (series often up to 59.6 µM), without a hit: at the top dose activity, negative = inhibition, most hits filed as inhibitors | A8B2U2 | purified Giardia FBPA; further: potency means the concentration at half of the fitted maximal effect; nearly all actives have a fitted effect of over 55% in size
Target sequence (A8B2U2 whole entry, looked up): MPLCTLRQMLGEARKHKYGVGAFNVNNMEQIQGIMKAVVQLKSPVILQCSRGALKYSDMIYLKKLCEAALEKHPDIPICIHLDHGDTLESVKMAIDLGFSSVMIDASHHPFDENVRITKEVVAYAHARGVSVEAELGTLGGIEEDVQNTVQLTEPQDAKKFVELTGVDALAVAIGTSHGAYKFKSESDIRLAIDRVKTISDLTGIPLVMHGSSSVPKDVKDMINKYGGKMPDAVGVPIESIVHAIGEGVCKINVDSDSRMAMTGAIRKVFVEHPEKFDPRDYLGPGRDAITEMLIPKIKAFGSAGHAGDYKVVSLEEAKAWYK
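40 nM FBPA preincubated 10 min at RT with compound (up to 57.5 uM final), then substrate plus GAPDH/TPI/NAD/arsenate coupling and diaphorase/resazurin added. Fluorescence read after 20 min at RT, 525/598 nm.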
HCV inhibitor – qHTS Assay for Inhibitors of Hepatitis C Virus (HCV); Huh7.5.1 HCVcc-Cre infection, luciferase reporter, 44 h; Potency, µM (highest dose often 41.8 µM), inactives show at the top dose activity change, negative = inhibition, actives largely listed as inhibitors; hit rate 3.4% among 340,000; AID 651820, 2012; further: potency means the concentration at half of the fitted maximal effect
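After 44 h co-culture of compound, cells and HCVcc-Cre (~0.5 moi), substrate is added for 15 min at room temperature and luciferase measured over 15 sec. Cells were seeded at 1,000/well and pre-cultured 4 h.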
AmpC inh detg – qHTS Inhibitors of AmpC Beta-Lactamase (assay with detergent); P00811; AmpC hydrolysis of nitrocefin, absorbance 480 nm, 0.01% Triton; Potency, µM (titrated, usually from 114 µM), for the others: at the top dose activity change, negative = inhibition, most hits filed as inhibitors; hit rate 0.041% among 370,000;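 further: potency means the concentration at half of the fitted maximal effect; 0% = no-compound wells and -100% = no-enzyme wells; nearly all actives have a fitted effect of over 25% in size; some results filed as inactive show a strong effect at the top dose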
Target sequence (P00811 whole entry, looked up): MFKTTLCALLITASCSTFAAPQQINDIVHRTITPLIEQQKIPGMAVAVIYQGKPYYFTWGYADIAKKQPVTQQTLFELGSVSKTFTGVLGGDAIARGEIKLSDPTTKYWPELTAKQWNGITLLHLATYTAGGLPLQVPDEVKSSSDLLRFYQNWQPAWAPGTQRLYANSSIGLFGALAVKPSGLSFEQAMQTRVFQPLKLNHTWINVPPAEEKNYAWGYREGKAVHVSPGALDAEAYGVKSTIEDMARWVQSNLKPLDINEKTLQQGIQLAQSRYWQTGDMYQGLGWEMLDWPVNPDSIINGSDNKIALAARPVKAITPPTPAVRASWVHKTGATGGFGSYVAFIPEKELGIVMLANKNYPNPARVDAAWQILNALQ
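AmpC (5.3 nM in the dispensed reagent) in 20 mM phosphate pH 7.0 with 0.01% (detergent screen) or 0.0001% Triton X-100 was preincubated with compounds for 15 min at room temperature. Nitrocefin was then added from an 800 uM solution, and hydrolysis was followed at 480 nm.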
Numbers without * were called inactive; ? = inconclusive; · = no result given; [ ] = dose if it differs, or a comment. Unless noted, the call rests on the fitted dose curve; in most records, active means well fitted curve in the direction sought with a large enough effect; inconclusive means small, poorly fitted or top-dose-only effect, or another doubt; inactive means no such curve, though single readings can be large; an effect the other way counts as inactive or inconclusive. Unless noted, on the % scale 0 is the no-effect control and ±100 the full control effect.

SMILES,Giardia FBPA inh,AMA1-RON2 inh,HCMV antiviral,HCV inhibitor,Sm TGR inh,AmpC inh detg
CCOC(=O)c1sc(=NC(=O)/C=C/c2cccs2)n(C)c1C,5%,16%,24,14%,-3%,?
CCOc1cccnc1Sc1ccccc1,·,-5%,-20,15%,·,·
Cc1ccc(NC(=O)c2ccc(NS(=O)(=O)/C=C/c3ccccc3)cc2)nc1,·,-7%,-17,-3%,5%,-15%
CCOC(=O)CSC1=C(C#N)C(c2ccccc2OC)CC(=O)N1 (stereo not given),-13%,4%,7,?,0%,-20%
O=C(Nc1nc2c(F)cccc2s1)c1ccc2c(c1)OCCO2,·,·,?,·,14%,1%
COc1cccc(C(=O)OCC(=O)NCCC2=CCCCC2)c1,·,-8%,-28,3%,·,·
CN(C)/C=C1\Cc2ccccc2C1=O,-15%,7%,117,-23%,?,5%
C=C(C)CC1N(c2cccc(OC)c2)C(=O)[C@@H]2C(C(=O)O)[C@H]3C=C[C@@]12O3 (stereo not given in full),4%,8%,-6,4%,5%,-14%
O=C(Cn1cc[n+](CC(=O)c2ccc(Cl)cc2Cl)c1)c1ccc(Cl)cc1Cl,9%,0%,-27,?,-3%,-2%
C=CCc1ccc(OCC(O)CN2CCCCC2)c(OC)c1 (stereo not given),5%,-5%,-11,-8%,1%,?
COc1ccc(OC)c(NC(=O)c2cc(S(=O)(=O)N(C)C)ccc2N2CCCC2)c1,·,1%,-21,-20%,-7%,?
O=C(COC(=O)c1cccc(O)c1)Nc1ccc(OC(F)F)cc1,-21%,-20%,-22,-3%,6%,8%
COc1ccc(NC(=O)c2cccnc2SC)cc1S(=O)(=O)N1CCCCC1,4%,1%,9,2%,1%,?
CN(C)N1C(=O)/C(=C/c2ccco2)SC1=Nc1ccccc1,·,-22%,23,?,·,·
CCC(=O)N1CCc2cc(Br)cc(S(=O)(=O)CCC(=O)N3CCN(c4ccc(OC)cc4)CC3)c21,·,·,8,·,-1%,-2%
CN1C(=O)C(=Cc2ccc(-c3cccc(Cl)c3)o2)C(=O)N(C)C1=O,1%,·,·,-21%[0.335 µM],-19%,?
C[N+](C)(C)CCCNC(=O)c1ccc(/C=N/O)nc1,?,16%,-1,2%,0%,7%
COc1ccccc1N1CN(S(=O)(=O)c2ccc(C)cc2)c2nc3ccccc3nc21,·,-7%,61,-5%,·,·
COc1ccc(C(=O)N(C)c2c(C)n(C)n(-c3ccccc3)c2=O)cc1OC,1%,1%,-22,9%,-6%,-6%
CN(CCOc1ccccc1)C(=O)c1cc(COc2c(F)cccc2F)on1,13%,16%,?,-7%,-1%,-9%
CC1CCN(CCCNC(=O)c2ccc(Cn3c(=S)[nH]c4ccc(Br)cc4c3=O)cc2)CC1,3%,·,·,·,-5%,?
Cc1ccc(-c2cc(C(=O)Nc3ccc4c(c3)OCCO4)c3ccccc3n2)cc1,0%,-7%,-1,-11%,1%,-6%
COC(=O)c1cccc(C(=O)N2CCCC(C(=O)c3cccc(OC(C)C)c3)C2)c1 (stereo not given),·,-4%,-20,-8%,-7%,1%
CC(C)(C)OC(=O)N1CCc2nc(N3CCN(c4ncccn4)CC3)ncc2C1,·,·,2,·,11%,20%
CC1=C(C(=O)Nc2ccccn2)C(c2cccnc2)n2nnnc2N1 (stereo not given),1%,4%,37,15%,0%,2%
O=C(NCCCN1CCCC1=O)c1cc(S(=O)(=O)N2CCOCC2)c(Cl)cc1Cl,·,-9%,10,3%,-2%,-16%
COc1cc2c(cc1OC)/C(=C/c1ccc(Br)cc1)C(=O)OC2,-13%,-9%[2.32 µM],-38,?,-1%,-9%
NS(=O)(=O)c1ccc(N=C2C(=O)Nc3ccccc32)cc1,-10%,0%,3,5%,-3%,-2%
COc1cc2nc(C)sc2cc1SC,4%,-22%,20,?,12%[11.4 µM],-10%
Cc1nnc(NC(=O)CSc2nnc(CC(=O)Nc3ccccc3Cl)n2C)s1,-22%,-8%,21,18%,-3%,-8%
CCNC(=O)COc1cc(C)c(Br)c(C)c1,0%,-9%,-28,6%,0%,6%
CCC1OC(c2ccc([N+](=O)[O-])cc2)=Nc2ccccc21 (stereo not given),-4%,2%,14,?,-19%,4%
COc1ccc(-c2cc(C(=O)N3CCCc4ccccc43)no2)cc1,7%,-12%,21,-1%,5%,?
O=C(CSc1ccc2nc(-c3ccccc3)cn2n1)Nc1ccccc1,·,·,71,·,7%,-1%
Cc1ccc(NC(=S)Nc2ncccc2C)c(C)c1,-10%,-17%,52,-4%,-23%,6%
CCOc1ccc(CCNC(=O)Cn2ncc3c(=O)oc4ccc(C)cc4c32)cc1,·,·,-2,·,-3%,4%
CCCCCC(=O)NNC(=O)Cc1ccc([N+](=O)[O-])cc1,9%,83%[activator],-28,29%,5%,-1%
COc1ccccc1NS(=O)(=O)c1cccc(C(=O)OCc2nc3ccccc3s2)c1,1%,2%,51,33%[activator],0%,?
COc1ccc(C(=O)N/N=C/c2sc(=O)n(Cc3cccc(C(=O)O)c3)c2Cl)cc1,-1%,25%,0,9%,22µM*,1%
COc1cccc(Cn2nnc(C(=O)Nc3cc(C)ccc3C)c2N)c1,·,·,?,·,-14%,-10%
Cc1ccc(NC(=O)c2cc3c(=O)oc4ccccc4c3s2)nc1,1%,2%,-36,1%,-2%,-12%
CCCC(C)NC(=O)COc1ccc(S(=O)(=O)c2ccc(OCC(=O)NC(C)CCC)cc2)cc1 (stereo not given),4%,-1%,5,-18%,-9%,-7%
CC(C)Oc1cccc(NC(=O)C2CCN(S(=O)(=O)Cc3ccccc3)CC2)c1,·,·,-5,·,-10%,-5%
O=C1C([N+](=O)[O-])=C(O)c2cccc3cccc1c23,25µM*,·,·,·,40µM*,?
CN(C(=O)c1ccccc1C(=O)OCC(=O)c1ccccc1)c1ccccc1,·,45%[activator],-6,1%,0%,2%
COc1cccc(CN2CCN(CC(=O)Nc3ccccc3Cl)CC2)c1,2%,-8%,66,?,0%,-6%
Nn1c(Cc2ccccc2)nc2ccccc2c1=O,·,-12%,65,14%,·,·
O=C1C=C(NNC(=O)c2ccccc2Br)CCC1,-3%,-18%,-62*,2%,-2%,-8%
Cc1ccc2nc(N(CCCN(C)C)C(=O)CN3C(=O)c4ccccc4C3=O)sc2c1,1%,-6%,?,25%,-1%,7%
Cc1c(-n2cc(C(=O)O)c(=O)c3cc(F)c(N4CCCC(O)C4)c(F)c32)c(=O)n(-c2ccccc2)n1C (stereo not given),-19%,-11%,2,15%,-9%,1%
N#Cc1ccc(C(=O)N2CCN(C(=O)C3CCCO3)CC2)cc1 (stereo not given),·,11%,-17,18%,?,3%
Cc1cc(C)c2c(N=NN3CCOCC3)[nH]nc2n1,2%,9%[2.32 µM],29,-4%,-7%,-12%
CCC(=Nc1ccccc1)C1=C(O)CC(C)(C)CC1=O,0%,·,·,·,0%,1%
OCC(O)/C=N/Nc1nc2ccccc2s1 (stereo not given),-3%,24%,69,3%,-2%,-1%
CC(C)(C)NC(=O)CN(C(=O)C(=O)Nc1ccc2c(c1)OCCO2)C1CC1,6%,-27%,-25,7%,1%,?
CC(=O)N1c2ccc(S(=O)(=O)N(C)Cc3ccccc3)cc2CC1C (stereo not given),·,-7%,4,?,-11%,-5%
COC(C)(C)[C@]12CC(O)(c3ccccc3)ON1[C@H]1CCCCC1N2O (stereo not given in full),5%,-8%,0,?,-24%,3%
CCO[C@H]1OC(C(=O)N2CCN(C)CC2)=C[C@@H](c2ccc(C(F)(F)F)cc2)[C@@H]1CCCO,0%,-5%,12,2%,-11%,-3%
FC(F)(F)c1nc2ccccc2nc1N/N=C\c1ccccc1,-10%,?,42,7%,19%,-7%
CCc1ccc(-n2c(=S)sc3c(=O)n(-c4ccccc4C)c(SCC(=O)O)nc32)cc1,-5%,7%,?,11%,5%,?

By substructure, those above containing a nitro group on carbon
SMILES,Giardia FBPA inh,AMA1-RON2 inh,HCMV antiviral,HCV inhibitor,Sm TGR inh,AmpC inh detg
CCC1OC(c2ccc([N+](=O)[O-])cc2)=Nc2ccccc21 (stereo not given),-4%,2%,14,?,-19%,4%
CCCCCC(=O)NNC(=O)Cc1ccc([N+](=O)[O-])cc1,9%,83%[activator],-28,29%,5%,-1%
O=C1C([N+](=O)[O-])=C(O)c2cccc3cccc1c23,25µM*,·,·,·,40µM*,?

Next compounds.
SMILES,Giardia FBPA inh,AMA1-RON2 inh,HCMV antiviral,HCV inhibitor,Sm TGR inh,AmpC inh detg
COc1ccc(NC(=O)CN2CCCN(S(=O)(=O)c3ccc(F)cc3)CC2)cc1,-4%,-6%,-5,3%,?,-4%
Cc1ccc(NS(=O)(=O)c2ccc3c(c2)OCCCO3)cc1S(=O)(=O)N1CCOCC1,·,12%,-19,-12%,4%,0%
Nc1nonc1OCCN1CCN(c2ccc([N+](=O)[O-])c3cccnc23)CC1,-20%,10%,?,?,5%,6%
CC(=O)c1cccc(N(CC(=O)O)S(C)(=O)=O)c1,-1%,-6%,28,1%,-3%,2%
CCN(CC(=O)Nc1ccc(NC(C)=O)cc1)C(=O)c1ccc(C(=O)c2ccccc2)cc1,·,4%,-35,-16%,-3%,?
CCN1CCc2c(sc(-n3cccc3)c2C(C)NC(=O)Nc2ccc(C(=O)OC)cc2)C1 (stereo not given),·,·,-36,·,-19%,21%
OCC[C@H]1C[C@@H](O)[C@H](O)[C@@]2(CCc3ccccc3CO2)O1,·,12%,14,12%,-16%,?
Cc1ccccc1NC(=O)/C(C#N)=C/c1ccsc1,3%,-7%,6,1%,0%,-7%
Cc1ccc2cc(CCNC(=O)C(=O)c3c[nH]c4ccccc34)c(=O)[nH]c2c1,-2%,17%,-2,?,11%,1%
O=C(Nc1ccccc1Cl)C1C2CCC3C(CCC21)C3(Cl)Cl (stereo not given),3%,10%,-17,9%,-7%,-11%
Cc1cnc2c(c1SCC(=O)NCc1ccccc1Cl)c(=O)n(C)c(=O)n2C,·,·,2,·,-1%,2%

A second format for part of the listing above:
Order of values: Giardia FBPA inh	AMA1-RON2 inh	HCMV antiviral	HCV inhibitor	Sm TGR inh	AmpC inh detg
Cc1ccc(NS(=O)(=O)c2ccc3c(c2)OCCCO3)cc1S(=O)(=O)N1CCOCC1
  ·	12%	-19	-12%	4%	0%
Nc1nonc1OCCN1CCN(c2ccc([N+](=O)[O-])c3cccnc23)CC1
  -20%	10%	?	?	5%	6%
CC(=O)c1cccc(N(CC(=O)O)S(C)(=O)=O)c1
  -1%	-6%	28	1%	-3%	2%

From PubChem
